SDO1 yeast rescue: sdo1-depleted yeast growth rescue; AID 817; S. cerevisiae sdo1-depleted JHY4D growth rescue, OD600 30 h; stronger effect = higher value; pdr5 snq2 efflux-pump mutant strain; hit rate 0.21% among 140,000; z-score at 10 µM;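 active = z-score above 3 at both the 24 hr and the 30 hr optical density reads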;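 note: z-score against mean and SD of all compound wells on the same plate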
Insulin prom inh: TRM-6 insulin promoter activity inhibition; AID 1273; hit rate 0.9% among 130,000; inhibition, % at 2 µM; TRM-6 cells (human fetal islet line), insulin promoter-eGFP reporter, imaging; reporter expression induced with tamoxifen;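 active = inhibition above the mean plus 3 SD, with well images judged a real hit on visual review, cut at about 60% in these data, passing the limit was not always enough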
SDO1 yeast rescue Rescue 24 h: also measured in SDO1 yeast rescue; calls as there; z-score; S. cerevisiae sdo1-depleted JHY4D growth rescue, OD600; measured here: growth rescue at 24 h;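 0 is the plate mean of compound wells and units are plate SD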
Numbers without * were called inactive; / = no result given. No enrichment for hits. Share with any hit: about 0.94%.

SMILES	SDO1 yeast rescue	SDO1 yeast rescue Rescue 24 h	Insulin prom inh
COC(=O)C1=C(C)N(CCCC(=O)O)C(=O)NC1c1ccc(-c2ccccc2)cc1 (stereo not given)	0.46	0.76	0.0
NC(=O)COC(=O)c1ccccc1SCC(=O)NC1CCCCCC1	/	/	57.1
COc1cc2[nH]c(=O)n(CCC(=O)NCCC(C)C)c(=O)c2cc1OC	-0.15	-0.88	-28.6
CCOC(=O)c1cc2c(C)nn(-c3ccccc3)c2s1	-1.51	0	31.2
O=C(CCCn1cnc([N+](=O)[O-])n1)Nc1ccc(Cl)cc1Cl	0.81	0.64	-32.1
O=C1CCCc2ccccc2N1Cc1ccc(Cl)cc1	-0.59	-0.14	-16.1
Cc1ccc(C)c(C(=O)COC(=O)c2ccccc2N2C(=O)C3C4CCC(C4)C3C2=O)c1 (stereo not given)	-0.56	-0.72	/
CCC(=O)Nc1ccc(NC(=S)NC(=O)Cc2ccccc2)cc1	-0.29	-0.79	33.3
CCN(C(=O)CSc1nc2nc(C)cc(C)n2n1)c1ccccc1	0.21	-0.18	/
Cc1ccc(S(=O)(=O)N2CCN=C2SCc2cccnc2)cc1	/	/	-69.2
CC(C)c1ccc(C(=O)NCc2ccc(Cl)cc2)cc1	-0.39	-0.18	/
Cn1c(N2CCN(C(=O)NC34CC5CC(CC(C5)C3)C4)CC2)nc2ccccc21	-1.33	-0.6	-328.6
Cc1ccc2c(c1)NC(=O)C(CC(=O)NCCCN1CCCCC1C)O2 (stereo not given)	0.2	0.23	/
Cn1c(=O)n(CC(=O)NC2CCCCC2)c(=O)c2ccccc21	0.48	0.2	/
FC(F)Oc1ccccc1NC(=S)Nc1cccnc1	/	/	8.3
COCCN(CC(=O)NCC1CCCO1)C(=O)CCC(=O)Nc1ccccn1 (stereo not given)	/	/	-113.3
CCOc1ccc(NC(=O)CSc2nnc(Cn3cnc4ccccc43)n2C)cc1	0.93	1.07	-326.7
COCCNc1cc(C)nc2c(-c3ccccc3OC)c(C)nn12	0.38	0.2	/
CC(=O)N1N=C(c2ccc(C)cc2)OC1c1ccc(C)cc1 (stereo not given)	-1.53	-1.6	-25.0
CCCCc1ccc(NC(=O)CSCc2cc(=O)[nH][nH]2)cc1	0.52	0.78	16.7
CCOCCn1c(SCc2ccc(C)cc2)nc2c1c(=O)[nH]c(=O)n2C	-0.83	-1.4	/
O=C(CN1CCC(n2nnc3cc(F)ccc32)CC1)NCc1ccco1	1.33	0.85	/
CCc1c(C)nc2ncnn2c1N1CCC(C(=O)NCc2ccc3c(c2)OCO3)CC1	1.24	0.45	18.8
COc1ccc(NC(=O)CSc2nnc(-c3ccccn3)n2N)cc1Cl	0.48	0.48	-67.7
c1csc(-c2nnc(-c3ccc(N4CCOCC4)cc3)o2)c1	-0.24	-0.3	24.2
Cc1ccc(CNC(=O)C2CCCN(S(=O)(=O)c3c(C)n[nH]c3C)C2)cc1 (stereo not given)	-0.47	-1.61	7.7
OCCN1CCOCCN(CCO)CCOCC1	0.23	-0.32	/
NNc1nc(-c2ccccc2)cc(-c2ccccc2O)n1	-1.04	-0.77	50.0
Cn1c(=O)c2c(nc(CN3CCOCC3)n2CCCO)n(C)c1=O	-0.6	-1.18	12.9
CCN(CC)C(=O)COC(=O)c1cc(-c2ccc(OC)cc2)nc2ccccc12	-1.51	-0.52	53.6

Gathered by group, those above containing an aryl methoxy group
SMILES	SDO1 yeast rescue	SDO1 yeast rescue Rescue 24 h	Insulin prom inh
COc1cc2[nH]c(=O)n(CCC(=O)NCCC(C)C)c(=O)c2cc1OC	-0.15	-0.88	-28.6
COCCNc1cc(C)nc2c(-c3ccccc3OC)c(C)nn12	0.38	0.2	/
COc1ccc(NC(=O)CSc2nnc(-c3ccccn3)n2N)cc1Cl	0.48	0.48	-67.7
CCN(CC)C(=O)COC(=O)c1cc(-c2ccc(OC)cc2)nc2ccccc12	-1.51	-0.52	53.6

The listing continues.
SMILES	SDO1 yeast rescue	SDO1 yeast rescue Rescue 24 h	Insulin prom inh
O=C1c2ccccc2C(=O)N1c1cccc(-c2csc(Nc3ccc4c(c3)OCO4)n2)c1	0.11	1.05	/
CC(C)c1ccc2oc(-c3ccc(N)cc3)nc2c1	-2.11	-1.63	66.7
CCNc1nc(SCC(=O)Nc2ccc(Cl)c(Cl)c2)nc(N(C)C)n1	/	/	30.8
CCOC(=O)c1cc(-c2ccccc2)sc1NC(=O)C(C)OC(=O)c1cccnc1OCC (stereo not given)	1.18	1.1	/
C=CCn1c(SCc2c(F)c(F)c(F)c(F)c2F)nc(O)cc1=O	0.38	-0.54	-63.6
CCOC(=O)c1cc(NC(=O)c2ccoc2C)cc(C(=O)OCC)c1	-1.04	-0.62	-52.4
CCN(CC)c1ccc(C=Nc2ccc(C#N)cc2)c(O)c1	-0.28	-0.98	/
CS(=O)(=O)N(Cc1ccccc1F)c1ccccc1	0.77	1.15	22.2
Cc1ccccc1C(=O)NNC(=O)C(=O)N1CCCCC1	1.4	1.05	-10.3
CCOC(=O)Cc1csc(NC(=S)NC(=O)c2ccc(C)cc2)n1	-0.84	-1.3	/
O=C1c2cccc(OCC(=O)N3CCCc4ccccc43)c2CCN1Cc1ccc(Br)cc1	-0.61	-0.29	/
Cc1nn2c(C(F)(F)F)cc(-c3ccc(Cl)cc3)nc2c1C(=O)N1CCOCC1	0.03	0.13	78.6*
COC(=O)c1onc(-c2c(OC)cc(OC)cc2OC)c1C(=O)OC	0.49	0.26	-22.9
O=S(=O)(c1ccc2ccccc2c1)N1CCCCCC1	/	/	33.3
CCc1nc(C)ccc1OCC(=O)O	0.92	0.79	22.6

Part of the list above, as a markdown table.
| canonical_smiles | SDO1 yeast rescue | SDO1 yeast rescue Rescue 24 h | Insulin prom inh |
| --- | --- | --- | --- |
| O=C1c2cccc(OCC(=O)N3CCCc4ccccc43)c2CCN1Cc1ccc(Br)cc1 | -0.61 | -0.29 | / |
| CCOC(=O)c1cc(-c2ccccc2)sc1NC(=O)C(C)OC(=O)c1cccnc1OCC (stereo not given) | 1.18 | 1.1 | / |
| Cc1nn2c(C(F)(F)F)cc(-c3ccc(Cl)cc3)nc2c1C(=O)N1CCOCC1 | 0.03 | 0.13 | 78.6* |

Remaining list, next part
SMILES	SDO1 yeast rescue	SDO1 yeast rescue Rescue 24 h	Insulin prom inh
Cc1ccc(CCCOC(=O)C[N+]2(C)CCOCC2)cc1	0.2	-0.06	57.9
CCOc1ccc(C(C)C)cc1S(=O)(=O)N1CCOCC1	/	/	35.7
Cc1nc(NC(=O)/C=C/c2ccccc2)n[nH]1	-1.16	-0.77	-80.0
CC1(C)CC(=O)C2=C(C1)NC1=C(C(=O)c3ccccc31)C2c1ccc(Cl)cc1 (stereo not given)	0.45	0.66	/
CCOc1ccc(OCc2cccc(C(=O)N/N=C/c3cccnc3)c2)cc1	-0.45	-0.34	-52.8
CCN1CCCC1CNS(=O)(=O)c1ccc(C(=O)Nc2ccccc2)cc1 (stereo not given)	0.26	-0.28	-500.0
COc1ccccc1/C=C1\S/C(=N/NC(=O)c2cccc(Br)c2)NC1=O	-0.21	-0.92	7.7
CCC(=O)N1c2ccccc2C(N(C(C)=O)c2ccccc2)CC1C (stereo not given)	-0.31	-0.6	-94.4
CCOC(=O)CSc1nnc(CNC(=O)c2ccco2)n1C	1.11	1.18	/
Cc1ccc(-n2cccc2/C=C2/NC(=O)N(CC(=O)Nc3cccc(C)c3)C2=O)cc1	-0.35	0.85	/
O=C(O)CSC(=S)N1CCCCC1	0.58	-0.16	-46.0
CCc1ccc(/C=N/n2c(C)cc(C)c(C#N)c2=O)cc1	0.6	0.16	38.9
O=C(O)C1C2CCC(C2)C1C(=O)Nc1cc(F)ccc1F (stereo not given)	0.51	-0.03	-125.0
COc1ccc(NC(=O)CSc2nnc(Cc3cccn3C)n2-c2ccc(F)cc2)cc1OC	0.24	-0.07	/
CCc1ccc2nc(SCC(=O)Nc3nnc(C)s3)c(C)cc2c1	/	/	41.7
CCOc1ccc(N2C(=O)NC(Cc3c[nH]c4ccccc34)C2=O)cc1 (stereo not given)	0.86	0.94	-3.7
Cc1ccc(C(=O)CNc2ccc(C)c(Cl)c2)cc1	-0.11	-0.33	0.0
CCN(CC)C(=O)C(C)N(C#N)c1nc(SC)nc(N(C)C)n1 (stereo not given)	-0.23	-0.21	61.5
COc1ccc(N(C)C(=O)Nc2ccc3c(c2)nnn3C)cc1	1.16	0.38	54.7
COc1cc(NC(=O)CN(C)Cc2ccc(OC(F)F)cc2)c(C)cc1[N+](=O)[O-]	-0.38	-0.42	/
COc1cc(NC(=O)CSc2nnc3c(C)cc4cc(C)cc(C)c4n23)c(C(=O)O)cc1OC	/	/	0.0
COc1ccccc1OCCCn1c(=O)oc2ccc(C)cc21	-0.59	-0.48	-15.2
COc1cccc(OC)c1OCCCOc1ccc([N+](=O)[O-])cc1Cl	-0.52	-1.24	-6.5
Cn1c(=O)[nH]c(Nc2ccc(F)cc2)c([N+](=O)[O-])c1=O	0.06	1.22	3.3
Cn1c(SCC(=O)Nc2ccc(F)cc2)nc2c([nH]c3ccccc32)c1=O	/	/	-15.8
Cc1cccc(C(=O)NNC(=O)c2ccccc2-n2cccc2)c1	/	/	6.7
CCNC(=O)C(=O)Nc1ccc(OC)c(Cl)c1	/	/	-13.3
COc1ccccc1NC(=S)N1CCn2cccc2C1c1cccnc1 (stereo not given)	/	/	0.0
CCNc1nnc(CSc2nc3ccccc3s2)s1	-0.96	-0.61	44.2
O=C(Nc1ccccc1Br)c1ccccc1-c1ccccc1	-0.56	-0.95	24.1
O=[N+]([O-])c1ccc(/C=N/Nc2nc(N3CCCC3)nc(N3CCCC3)n2)o1	-1.22	-1.14	/
Cc1cc(C)n2c3c(c(C#N)c2n1)CCCC3	-0.69	-0.55	10.3
CCc1ccc(N(C(=O)c2snc(C(N)=O)c2N)C(C(=O)NCC2CCCO2)c2cccs2)cc1 (stereo not given)	/	/	-41.7
C=CCn1c(CSc2nc3ccccc3s2)nnc1SCC(=O)OCC	-0.03	-0.51	/
CCC(C)(C)n1nnnc1C(c1ccccc1)N1CCc2ccccc2C1 (stereo not given)	-1.88	-1.7	42.9
COC(=O)c1ccc(-c2noc(CN(Cc3nccn3C)C(C)C)n2)cc1	/	/	-56.5
CCCOc1ccc(CSc2nnc(CCC)n2N)cc1	1.51	2.77	-5.0
CCCc1cc(=O)oc2cc(OCC(=O)NCc3cccs3)ccc12	-0.04	0.09	-27.0
O=C(Nc1c(C(=O)N2CCOCC2)cnn1-c1ccccc1Cl)c1ccco1	0.71	0.02	-400.0
COc1cccc2cc(C(=O)N3CCC(C)CC3)c(=O)oc12	-1.07	-1.36	/
C/C(=N\NC(=O)c1ccco1)c1cc2ccccc2o1	1.49	1.62	-17.2
COC(=O)C1=C(N)Oc2cc(C)n(CC3CCCO3)c(=O)c2C1c1ccc(Cl)cc1 (stereo not given)	-0.46	0.03	-25.0
COc1cccc(NC(=O)Cn2cnc3sc(C)c(S(=O)(=O)N4CCCCC4)c3c2=O)c1	0.44	-0.52	-414.3
COc1ccc(-c2cc(C(F)F)n3ncc(C(=O)Nc4c(C)n(C)n(-c5ccccc5)c4=O)c3n2)cc1	/	/	23.5
CS(=O)(=O)c1ccc2nc(NC(=O)Nc3ccc(Cl)cc3)sc2c1	-1.27	-0.72	/

Results in SDO1 yeast rescue and Insulin prom inh, for some of the entries so far:
compound,SDO1 yeast rescue,Insulin prom inh
COc1cccc(NC(=O)Cn2cnc3sc(C)c(S(=O)(=O)N4CCCCC4)c3c2=O)c1,0.44,-414.3
C/C(=N\NC(=O)c1ccco1)c1cc2ccccc2o1,1.49,-17.2

Further results follow.
SMILES	SDO1 yeast rescue	SDO1 yeast rescue Rescue 24 h	Insulin prom inh
C=CCN(CC=C)c1nc2ccccc2nc1C(C#N)C(=O)OCCOC (stereo not given)	-1.04	-0.47	-12.9
CCCn1c(SCc2nc3ccccc3s2)n[nH]c1=O	/	/	-64.3
CC(Cl)c1cc(-c2ncc(C(F)(F)F)cc2Cl)no1 (stereo not given)	/	/	-22.2
Cn1cc(Br)c(C(=O)NC(=S)N2CCN(c3ccccn3)CC2)n1	1.12	0.16	-8.3
C=CCn1c(N)cc(=O)nc1SCC(=O)NC(C)c1ccccc1 (stereo not given)	-0.03	-0.29	-130.8
COC(=O)CSc1nnc2n(-c3ccc(OC)cc3)c(=O)c3c4c(sc3n12)CCCCC4	-1.1	-0.9	-19.2
COc1ccc(OC)c(C2C(C(C)=O)=C(O)C(=O)N2CCc2ccc(OC)c(OC)c2)c1 (stereo not given)	0.25	0.38	-37.5
CC(=O)N1C(=O)C2(C(C#N)=C(N)Oc3cc(C)oc(=O)c32)c2ccccc21 (stereo not given)	1.36	2.13	41.4
Cc1cc(=O)oc(C)c1C(=O)OCC(=O)c1ccc2ccccc2c1	-1.47	-0.95	/
COc1ccc2c(c1)c(C(=O)CN1CCOCC1)c(C)n2C	0.72	0.27	/
COc1ccc(N=C2C(=Nc3ccc(OC)cc3)N(c3ccc(OC)cc3)C(=S)N2C)cc1	-1.54	-0.57	-21.7
O=C(Nc1ccc2c(c1)OCO2)c1ccc(Br)o1	0.61	0.34	0.0
Cc1ccc(Cn2nnc(C(=O)Nc3cc(C)ccc3C)c2N)cc1	-1.13	-0.43	-5.7
CCN(CC)S(=O)(=O)c1ccc(C(=O)Nc2c3c(nn2C(C)(C)C)CS(=O)(=O)C3)cc1	-0.44	-0.4	-45.5
Fc1ccc(OCc2nc3ccccc3s2)cc1	/	/	-22.2
CCOC(=O)c1c(C)[nH]c(C(=O)COC(=O)c2oc3ccc(OC)cc3c2C)c1C	0.57	2.97	30.4
CC(=O)Oc1ccc(-c2cccc(C(=O)Oc3ccccc3)c2)cc1	-1.73	-0.85	-55.2
Cc1ccc(S(=O)(=O)NCCNC(=O)c2nonc2N)cc1	-0.39	-1.74	8.3
O=C(CN1CCCCCC1=O)OCc1ncc(-c2ccccc2)o1	0.86	1.65	/

Assay outcomes (PubChem BioAssay)
